EPAC1 antagonist: EPAC1 (human) antagonism; EPAC1 GEF assay, Rap1b-BODIPY-GDP exchange fluorescence; 360,000 tested, 0.14% active; O95398; AID 720709; Potency, µM (doses to about 115 µM), for inactives: top-dose activity change, negative = inhibition, hits mostly inhibitors;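 note: potency is the fitted concentration of half-maximal effect; plate controls were vehicle for no effect and positive control for full effect; nearly all actives have a fitted effect of over 50% in size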
aSyn yeast inh: inhibitors of alpha-synuclein toxicity in yeast. Yeast expressing alpha-synuclein, growth rescue, BacTiter-Glo, 24 h. Potency, µM (doses to about 46.1 µM), without a hit: top-dose growth rescue (activation), hits mostly activators. 370,000 tested, 0.14% active. AID 652106; note: potency is the fitted concentration of half-maximal effect; % of control where 0% means no effect; nearly all actives have a fitted effect of over 65% in size
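Rescue of yeast growth: cells expressing toxic alpha-synuclein, induced in galactose at OD600 0.02, incubated with compound 24 h at 30 C. ATP luminescence quantified growth; inhibitors of toxicity appear as activators.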
Abeta rescue: compounds reversing amyloid beta toxicity in yeast; yeast expressing A-beta42, growth rescue, OD600, 48 h; response scale: 0% DMSO, 100% iron-clioquinol control; Potency, µM (doses to about 46.1 µM), inactives show at the top dose growth rescue, most hits filed as activators; 410,000 tested, 0.063% active; AID 1347071; note: potency is the fitted concentration of half-maximal effect; nearly all actives have a fitted effect of over 55% in size
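Yeast growth medium received pinned compounds, then yeast cells expressing toxic A-beta were added; plates incubated at 30 C for 48 hr. Growth read as absorbance at 600 nm, normalized to DMSO and equimolar FeCl3 plus clioquinol controls.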
IL2 activator: activates IL-2 in a cell-based reporter assay. IL-2 activation reporter assay, cell-based qHTS; stimulated with anti-CD3/CD4/CD28 beads; in transgenic mouse T cells. activation, % (series mostly up to about 46 µM). 360,000 tested, 0.065% active; in the data active = activation above about 50%; inconclusive = mostly about 30% to 49%; note: 0% is about no effect
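Screening format: compound pinned onto unstimulated transgenic mouse T cells, 60 min incubation, then anti-CD3/anti-CD4/anti-CD28 bead stimulation for 18 hours at 37 degrees C, followed by EGFP and DsRed detection.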
WRN inhibitor: blocks human WRN helicase. Q14191. WRN helicase unwinding, fluorescent forked duplex, kinetic. Potency, µM (series often up to 114 µM), without a hit: at the top dose activity change, negative = inhibition, usual class: inhibitors. 360,000 tested, 0.46% active. AID 651768; note: potency is the fitted concentration of half-maximal effect; % is set by controls: 0 for no effect and ±100 for the full control effect; nearly all actives have a fitted effect of over 55% in size
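Kinetic fluorescence helicase assay: unwinding of a quenched forked DNA duplex (100 nM final) with 2 mM ATP final raises red fluorescence (525/598 nm). Compounds sat 15 min at room temperature with 20 nM WRN beforehand.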
EPAC1 ag: activates human EPAC1 exchange factor | O95398 | EPAC1 agonist qHTS, biochemical assay; response scale: 100% = response to 6.5 mM cAMP | Potency, µM (highest dose often 154 µM), without a hit: top-dose activation, actives largely listed as activators | 360,000 tested, 0.073% active | AID 720707; note: potency is the fitted concentration of half-maximal effect; nearly all actives have a fitted effect of over 60% in size
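EPAC1 100 nM, Rap1B–BODIPY-GDP 250 nM, unlabeled GDP 50 uM; compound titration; 5 min RT; kinetic read ex480/em540 at 5-min intervals ×30 min; data normalized to 6.5 mM cAMP agonist control.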
PLK1 PBD block: blocks phosphopeptide binding to human PLK1 polo-box domain. Plk1 PBD binding of FITC phosphopeptide, fluorescence polarization. Potency, µM, without a hit: max response, negative = inhibition, most hits filed as inhibitors. 360,000 tested, 2.8% active. AID 720504; note: potency is the fitted concentration of half-maximal effect; series mostly up to about 57 µM; % is set by controls: 0 for no effect and ±100 for the full control effect; nearly all actives have a fitted effect of over 65% in size
Target sequence (P53350 whole entry, looked up, the tested form may be a part): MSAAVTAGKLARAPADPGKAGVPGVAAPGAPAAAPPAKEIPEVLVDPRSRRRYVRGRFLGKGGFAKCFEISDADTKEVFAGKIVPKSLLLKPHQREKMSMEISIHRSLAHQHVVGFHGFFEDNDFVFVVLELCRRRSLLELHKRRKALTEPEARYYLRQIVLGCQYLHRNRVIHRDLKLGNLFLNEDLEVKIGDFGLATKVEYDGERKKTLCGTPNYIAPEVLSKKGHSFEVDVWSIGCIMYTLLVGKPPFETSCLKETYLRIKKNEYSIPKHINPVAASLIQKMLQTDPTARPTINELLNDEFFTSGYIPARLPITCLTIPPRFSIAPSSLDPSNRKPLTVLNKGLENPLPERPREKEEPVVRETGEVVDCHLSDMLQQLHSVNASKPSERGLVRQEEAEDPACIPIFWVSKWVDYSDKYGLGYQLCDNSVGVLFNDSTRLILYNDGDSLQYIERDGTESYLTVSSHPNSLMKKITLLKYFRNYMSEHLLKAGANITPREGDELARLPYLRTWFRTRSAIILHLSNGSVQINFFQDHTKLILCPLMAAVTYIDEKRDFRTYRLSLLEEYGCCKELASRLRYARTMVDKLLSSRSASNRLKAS
PI5P4Ka inh: blocks human PI5P4K alpha kinase activity | max response, % | P48426 | PI5P4Kalpha enzyme, ADP-Glo luminescence, 60 min; hits give low values | AID 652105 | 330,000 tested, 1.2% active; active = max response of -50% or lower; inconclusive = between -30% and -50%; inactive = -30% or higher; note: value at the top dose of about 77 µM; % is set by controls: 0 for no effect and ±100 for the full control effect
Target sequence (P48426 whole entry, looked up): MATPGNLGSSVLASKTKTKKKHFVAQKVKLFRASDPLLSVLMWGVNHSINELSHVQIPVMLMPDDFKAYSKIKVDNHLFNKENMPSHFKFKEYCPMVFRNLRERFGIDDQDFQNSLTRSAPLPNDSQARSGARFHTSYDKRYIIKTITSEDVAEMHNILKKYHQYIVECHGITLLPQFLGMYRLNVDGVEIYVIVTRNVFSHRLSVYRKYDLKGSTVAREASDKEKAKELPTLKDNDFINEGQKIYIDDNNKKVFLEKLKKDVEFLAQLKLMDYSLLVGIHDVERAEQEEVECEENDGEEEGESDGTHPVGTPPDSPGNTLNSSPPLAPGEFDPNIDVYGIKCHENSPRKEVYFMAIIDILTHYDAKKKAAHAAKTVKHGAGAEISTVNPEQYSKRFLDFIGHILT
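qHTS, 1536-well: enzyme/substrate mix, compound by pin tool, 5 microM ATP final; RT 60 min; ADP-Glo reagents 1 (45 min) then 2 (30 min); luminescence.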
FUS suppressor: suppressors of FUS proteinopathy in yeast. S. cerevisiae FUS-expressing, growth rescue, OD600, 24 h. Potency, µM (titrated, usually from 76.6 µM), inactives show at the top dose growth rescue (activation), hits mostly activators. 390,000 tested, 0.24% active. AID 1347120;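 note: potency is the fitted concentration of half-maximal effect; plate controls were DMSO vehicle for no effect and reference control for full effect; nearly all actives have a fitted effect of over 55% in size; some results filed as inactive show a strong effect at the top dose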
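S. cerevisiae expressing FUS from galactose induction served as the toxicity model. Growth after 24hr at 30C, read as absorbance at 600 nm, indicates suppression of toxicity; compounds dosed at several concentrations.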
* marks the source's active call; other numbers are inactive results; ? = inconclusive; / = no result given; [ ] = remark or other dose. Unless noted, calls come from the whole dose curve; as a rule, active = well fitted curve in the direction sought with a large enough effect; inconclusive = small, poorly fitted or top-dose-only effect, or another doubt; inactive = no such curve, though single readings can be large; an effect the other way counts as inactive or inconclusive.

SMILES | EPAC1 antagonist | aSyn yeast inh | Abeta rescue | IL2 activator | WRN inhibitor | EPAC1 ag | PLK1 PBD block | PI5P4Ka inh | FUS suppressor
Cc1cc(=O)oc2cc(OCc3ccc(C(=O)OCC(=O)N(C)C4CCS(=O)(=O)C4)cc3)ccc12 (stereo unspecified) | 13% | -7% | 6% | 0.0 | -8% | 16% | -1% | 5 | -17%
CC(=O)Nc1ccc(NC(=O)CN(c2cc(Cl)ccc2Cl)S(C)(=O)=O)cc1 | -10% | 1% | 19% | -0.1 | 1% | -2% | -7% | -2 | -16%
O=C1CC(=O)Nc2cc(S(=O)(=O)Nc3ccc(Cl)c(C(F)(F)F)c3)ccc2N1 | -26% | 1% | 3% | 2.0 | -3% | -1% | 0% | -3 | 5%
COc1ccc(NC(=S)Nc2ccc(N(C)C(C)=O)cc2)cc1 | 9% | 0% | -8% | 0.5 | 0% | -10% | -10% | -3 | 15%
COc1ccc(C(=O)Nc2ccnn2C2CCN(Cc3ccncc3)CC2)cc1 | -4% | -7% | 7% | -0.2 | 4% | 2% | -2% | -4 | 7%
CCOC(=O)C1=C(CC)OC(N)=C(C#N)C1c1ccc(OC)cc1OC (stereo unspecified) | -1% | -7% | -1% | -1.1 | -6% | 6% | -2% | 10 | 11%
O=C(COc1ccccc1)NCC(=O)Nc1cccc(S(=O)(=O)NC2=NCCC2)c1 | 11% | 5% | 4% | 2.1 | -6% | 4% | 3% | 1 | 5%
Cc1ccc(NC(=S)N2CCN(c3ccccc3F)CC2)c(C)c1 | -7% | 2% | 8% | -0.2 | -2% | 3% | -7% | 1 | 13%
COc1ccc(NC(=O)c2ccc3c(c2)C(=O)N(Cc2ccncc2)C3=O)cc1S(N)(=O)=O | -23% | -5% | 0% | -0.5 | ? | -3% | 1% | -2 | 15%
CCO[C@H]1OC(C(=O)N2CCN(Cc3ccccc3)CC2)=C[C@@H](C2CCCCC2)[C@@H]1CCCO | -14% | -2% | -3% | -0.7 | -5% | -25% | -5% | -9 | -3%
N#Cc1ccccc1OCc1nnc(-c2ccccc2Br)o1 | 10% | 6% | -1% | 0.5 | 5% | 13% | -5% | -22 | 2%
CCN1C(=O)[C@H]2[C@@H](c3ccc(C)cc3)N3C(=O)N(c4ccc(OC)cc4)C(=O)[C@@]3(Cc3ccccc3)[C@H]2C1=O | ? | 0% | -7% | -0.4 | -8% | 1% | 4% | 3 | -25%
CCS(=O)c1ccccc1C(=O)OCC(=O)Nc1cccc(S(=O)(=O)N2CCCCC2)c1 (stereo unspecified) | 13% | 2% | 7% | -0.9 | 2% | -2% | 4% | -3 | ?
Cn1nnnc1Sc1ncnc2scc(-c3ccccc3C(F)(F)F)c12 | -5% | / | 2% | -0.6 | / | 3% | / | / | 13%
Cc1ccc(-c2cc(C(F)F)n3ncc(C(=O)N4CCc5ccccc54)c3n2)cc1 | -7% | 0% | -17% | 0.1 | -1% | -8% | -8% | 3 | -27%
COC(=O)CN1C(=O)[C@H]2[C@@H](c3ccc(C)o3)N3C(=O)CN(CCO)C(=O)[C@@]3(Cc3ccccc3)[C@H]2C1=O | 7% | -2% | 3% | 3.7 | -6% | -37%[inhibitor] | 1% | 6 | -13%
O=C(CN1C2CCC1CC(NC(=O)C1CC1)C2)NCc1ccccc1 (stereo unspecified) | 8% | -2% | 10% | -2.1 | 8% | 10% | -5% | 0 | 0%
COc1cccc(CNC(=O)C(CC(C)C)NC(=O)c2ccccc2C)c1 (stereo unspecified) | -1% | -8% | 4% | -3.3 | 7% | 7% | -1% | 22 | 19%
COC(=O)CCn1c(C)cc(C(=O)COc2ccccc2C(N)=O)c1C | -2% | 6% | -20% | -3.3 | 9% | -11% | ? | 2 | 7%
CSc1nc(-c2ccc(Cl)cc2)nn1S(=O)(=O)c1ccccc1 | -13% | -4% | -13% | -0.3 | -5% | -4% | -6% | 10 | 0%
Cn1c(SCc2ccccc2F)nc2cccnc21 | 12% | ? | 9% | 0.6 | -3% | 1% | -1% | / | 11%
O=C(CCCn1c(=S)[nH]c2ccccc2c1=O)NC1CCCC1 | 6% | / | 11% | 1.3 | 2% | 4% | -17% | -7 | ?
Cc1ccc(S(=O)(=O)N2CCOCC2)cc1NC(=O)COC(=O)COc1cccc2c1OC(C)(C)C2 | 5% | 2% | -3% | 0.4 | -10% | 5% | 4% | 2 | 10%
CC(C)CN(C(=O)COC(=O)c1cnccn1)c1c(N)n(Cc2ccccc2)c(=O)[nH]c1=O | -1% | -1% | -12% | 0.1 | 9% | ? | 0% | -4 | 8%
COCCN1CCn2c(nc3cc(NC(=O)c4cccs4)ccc32)C1 | 2% | -1% | -17% | -3.2 | -4%[57.1 µM] | 3% | -13% | / | 12%
Going on with the list:
SMILES | EPAC1 antagonist | aSyn yeast inh | Abeta rescue | IL2 activator | WRN inhibitor | EPAC1 ag | PLK1 PBD block | PI5P4Ka inh | FUS suppressor
Cc1cnccc1CN(C)Cc1cn(C)nc1-c1cccc(Cl)c1 | -20% | 5% | -13% | 0.1 | 0% | -15% | 1% | 12 | 4%
Cc1ccc(-c2nnc(Nc3ccc4c(c3)OCO4)c3ccccc23)cc1S(N)(=O)=O | ? | 7% | -1% | -1.8 | -7% | -5% | -4% | -12 | 33%
CCN(CC)CCCNc1oc(-c2ccc(OC)c(OC)c2)nc1C#N | 2% | 4% | 8% | 1.1 | -6% | 5% | -12% | -1 | -5%
Cc1ccc(S(=O)(=O)CCC(=O)NC2CCCC2)cc1 | 3% | 1% | -6% | -0.6 | 0% | -9% | 2% | -3 | 2%
CCSc1nnc(NC(=O)c2cccc(OCc3c(C)noc3C)c2)s1 | -10% | -3% | -13% | 0.0 | -12% | 14% | -22% | 1 | 32%
CC(=O)N1c2ccccc2C2CCCC[C@H]21 (stereo partly specified) | -9% | -5% | 2% | -1.0 | 4% | 8% | -15% | -4 | -15%
O=S(=O)(c1ccc(Br)cc1F)N1CCC(O)CC1 | -24% | 2% | 5% | -0.4 | 7% | 0% | -23% | -2 | -26%
CCOC(=O)c1ccc(N2Cc3ccccc3C2=NC(=O)c2cccs2)cc1 | -16% | 8% | -22% | 4.4 | -13% | 13% | -8% | 9 | 0%
COc1cccc(C(=O)OCC(=O)N2CCc3ccccc3C2)c1OC | -3% | 15% | 3% | 0.0 | -10% | 11% | -8% | 5 | 29%
COCCN(C(=O)c1ccc(OCC(C)C)cc1)c1c(N)n(Cc2ccccc2)c(=O)[nH]c1=O | -16% | -1% | -8% | 0.3 | 2% | 8% | -11% | -2 | 42%
Cc1ccc(SCc2c(C(=O)N/N=C/c3ccccc3)nnn2-c2nonc2N)cc1 | -17% | 5% | 11% | -0.6 | -22% | 5% | -2% | -1 | 17%
COC(=O)c1cn(C(=O)c2ccc(Cl)cc2)c2ccccc12 | 17% | -1% | -18% | 0.1 | -4% | 5% | -6% | -4 | 8%
CC(C)Sc1nc(N)c2c3c(sc2n1)CN(C)CC3 | 18% | 3% | 1% | -0.9 | -11% | 10% | 27µM* | 9 | 39%
COc1ccc(NS(=O)(=O)c2cc(NC(=O)Cn3cnc4c3c(=O)n(C)c(=O)n4C)ccc2C)cc1 | 2% | 0% | 7% | 0.2 | -18% | 5% | -9% | 5 | 25%
Cn1c(COc2ccc(F)cc2)nc2ccccc21 | 6% | -5% | 14% | -1.0 | 5% | -2% | 1% | 0 | 4%
CCCS(=O)(=O)c1nc(S(=O)(=O)c2ccc(C)cc2)c(N2CCC(C(N)=O)CC2)s1 | -23% | -10% | 18% | 0.1 | -5% | -2% | 2% | 4 | 11%
O=C(Cn1nnc(-c2ccccc2Cl)n1)N1CCCCC1 | 8% | 9% | 1% | -1.8 | 2% | -6% | 5% | 2 | -3%
COc1ccc(NC(=O)CSc2nc(=O)n(CCN3CCOCC3)c3c2CCC3)cc1 | 9% | -7% | 12% | -3.1 | -1% | 8% | -6% | 8 | -2%
CCOC(=O)C1CCCN(C(=O)c2cncc(Br)c2)CC1 (stereo unspecified) | 1% | 1% | 3% | 1.6 | -1%[57.1 µM] | -11% | 8% | 2 | 7%
CCCN(CC(=O)Nc1ccccc1C)C(=O)c1ccc(C)c(S(=O)(=O)N2CCCCC2)c1 | -14% | -1% | -10% | 1.6 | -35% | -13% | -15% | 2 | 34%
COc1ccc(S(=O)(=O)NCC(c2cccnc2)N2CCN(C)CC2)cc1OC (stereo unspecified) | -1% | -12% | 17% | 0.3 | -14% | -2% | -5% | 4 | 18%
Cc1ccccc1NC(=O)CCCn1nc(C)c2c(C)n(-c3ccccc3)nc2c1=O | -22% | -1% | / | -0.5 | 0% | 0% | -1% | -8 | 7%
CN(C)CCCC(=O)c1ccc2c(c1)OCO2 | -10% | -1% | -11% | 1.2 | 1% | 9% | -10% | 2 | 11%
Cc1cc(NC(=O)c2cccc(Br)c2)n[nH]1 | 1% | -9% | 5% | 0.6 | 5% | 6% | 0% | -6 | -12%
CN(Cc1cnn(C)c1)Cc1nc(C(c2ccccc2)c2ccccc2)no1 | 3% | 1% | -15% | -0.1 | 1% | 6% | -1% | 0 | -51%
COc1cc(/C=C2\SC(c3ccccc3)=NC2=O)cc(Cl)c1O | -17% | 2% | -12% | 4.2 | ? | 9% | 11µM* | -99* | 29%
O=C(Nc1cccc(Cl)c1)C1=Cc2cc(Cl)ccc2OC1 | -26% | 0% | 17% | -0.6 | -10% | 4% | -4% | 11 | -9%
CC1=NN(c2ccccc2)C(=O)/C1=C\c1c(C)[nH]n(-c2ccccc2)c1=O | 13% | 1% | 8% | 0.1 | -16% | 9% | 2% | / | 1%
COc1ccc(CCN(Cc2cc3cc(C)c(C)cc3nc2Cl)C(=O)C2CC2)cc1 | 2% | -7% | -2% | -0.9 | -6% | 10% | -3% | / | -9%

From PubChem BioAssay
